# TcdB inh – TcdB glycohydrolase inhibitors, primary screen, biochemical, single point, plate reader | TcdB glycohydrolase enzymatic assay | inhibition, % at 9.99 µM | actives 0.24% (n = 350,000) | AID 652162, 2013; in the data active = inhibition above about 10%
# MazF activator – activators of E. coli MazEF toxin-antitoxin RNase, primary screen, biochemical, fluorescence, uHTS; Endoribonuclease toxin MazF (Escherichia coli (strain K12)), P0AE70; FAM/BHQ RNA-DNA oligo cleavage fluorescence, 5 h; activation, % at 20 µM; actives 0.32% (n = 350,000); in the data active = activation above about 50%
# Anthrax LF prot – Bacillus anthracis LF protease inhibitors, primary screen, biochemical, multiplex microsphere, MLPCN library | actives 0.12% (n = 360,000) | inhibition, % at 10 µM | multiplex microsphere protease cleavage assay | Lethal factor (Bacillus anthracis), P15917; in the data active = inhibition above about 30%; note: plate controls were buffer without enzyme for full effect and enzyme alone for no effect
# Target sequence (P15917 whole entry, looked up): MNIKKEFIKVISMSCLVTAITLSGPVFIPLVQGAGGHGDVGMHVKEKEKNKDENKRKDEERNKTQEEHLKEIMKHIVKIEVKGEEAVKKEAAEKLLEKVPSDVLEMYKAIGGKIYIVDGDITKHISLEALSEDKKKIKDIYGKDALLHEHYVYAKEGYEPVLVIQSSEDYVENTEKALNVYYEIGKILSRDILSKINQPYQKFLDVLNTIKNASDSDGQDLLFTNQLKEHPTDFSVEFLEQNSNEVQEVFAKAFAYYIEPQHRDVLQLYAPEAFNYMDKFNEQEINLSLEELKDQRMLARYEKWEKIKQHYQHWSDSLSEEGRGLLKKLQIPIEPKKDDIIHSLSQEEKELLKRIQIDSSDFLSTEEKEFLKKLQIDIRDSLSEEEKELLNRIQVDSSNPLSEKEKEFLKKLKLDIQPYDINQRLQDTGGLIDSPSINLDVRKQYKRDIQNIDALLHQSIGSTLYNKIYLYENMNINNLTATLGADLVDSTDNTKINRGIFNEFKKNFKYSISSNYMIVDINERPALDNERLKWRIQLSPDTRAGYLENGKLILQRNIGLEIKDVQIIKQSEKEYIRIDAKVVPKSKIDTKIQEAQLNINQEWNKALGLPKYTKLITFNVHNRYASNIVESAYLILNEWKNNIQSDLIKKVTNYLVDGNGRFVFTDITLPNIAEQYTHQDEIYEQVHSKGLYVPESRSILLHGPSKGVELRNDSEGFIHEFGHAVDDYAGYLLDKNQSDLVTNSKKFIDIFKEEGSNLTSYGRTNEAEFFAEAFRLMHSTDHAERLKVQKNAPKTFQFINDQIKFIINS
# VHR inh abs – VHR1 phosphatase inhibitors, primary screen, biochemical, absorbance, uHTS | Dual specificity protein phosphatase 3 (Homo sapiens), P51452 | recombinant VHR phosphatase, pNPP absorbance | inhibition, % at 13.3 µM | actives 0.52% (n = 290,000) | AID 1654, 2009; in the data active = inhibition above about 50%; note: some compounds called inactive have numbers as strong as hits
# Target sequence (P51452 whole entry, looked up): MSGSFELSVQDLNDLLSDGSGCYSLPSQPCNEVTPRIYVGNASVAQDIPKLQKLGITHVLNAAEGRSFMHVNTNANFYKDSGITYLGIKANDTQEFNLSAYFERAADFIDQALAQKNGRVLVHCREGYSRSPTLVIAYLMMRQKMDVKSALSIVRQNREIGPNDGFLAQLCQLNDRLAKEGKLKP
# SSB-PriA inh – inhibitors of Klebsiella pneumoniae PriA binding to SSB C-terminal tail, primary screen, biochemical, AlphaScreen | inhibition, % at 33 µM | AlphaScreen SSBct-PriA binding, biotinylated peptide | actives 0.6% (n = 430,000); in the data active = inhibition mostly above about 37%, no sharp cut-off; inactive = mostly below about 20%;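 note: plate controls were negative control peptide for no effect and reference peptide for full effect; strong numbers were not always called active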
# 3CLpro inhibitor – SARS-CoV 3CLpro protease inhibitors, primary screen, biochemical, quenched FRET. Replicase polyprotein 1ab (Severe acute respiratory syndrome coronavirus), P0C6X7. AID 1706, 2009. actives 0.14% (n = 290,000). inhibition, % at 6 µM. recombinant SARS-CoV 3CLpro, quenched FRET peptide cleavage; in the data active = inhibition above about 12%
# Vc quorum ag – inducers of Vibrio cholerae quorum light production without autoinducers, primary screen, BH1578 luxS cqsA deficient, single point; V. cholerae BH1578 lux reporter, luminescence, 6 h; activation, % at 18.7 µM; AID 588436, 2011; actives 0.16% (n = 350,000); in the data active = activation mostly above about 9.7%, no sharp cut-off; note: not every result past the cut was called active; inactives centre near 0; reference of the scale not given here
# PfHsp40 rescue – rescue of yeast from PfHsp40 toxicity, primary screen, S. cerevisiae, ATP luminescence. S. cerevisiae expressing PfHsp40, growth rescue. growth rescue, % at 12.5 µM. actives 0.68% (n = 340,000). AID 504582, 2011; in the data active = growth rescue above about 28%, passing the limit was not always enough;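 note: yeast W303a lacking pdr1 and pdr3 grown in galactose medium; growth measured after three days at 30 °C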
# Y pestis TopoI – Yersinia pestis topoisomerase I inhibitors, primary screen, biochemical, cleavage product accumulation, plate reader, single point | DNA topoisomerase I (Yersinia pestis CO92) | Y. pestis Topo-I cleavage product accumulation | activity, % at 10 µM | actives 0.064% (n = 360,000) | AID 504884, 2011; in the data active = activity above about 50%, passing the limit was not always enough; note: inactives centre near 2
# Rv3671c inh – Rv3671c serine protease inhibitors, primary screen, biochemical, fluorescence polarization, M. tuberculosis H37Rv; actives 0.048% (n = 320,000); inhibition, % at 5.96 µM; in the data active = inhibition above about 38%;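 note: extracellular domain of Rv3671c used as enzyme; 0% = enzyme with DMSO and 100% = no enzyme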
# Starred values were filed as active, the others as inactive; i = inactive; . = not tested or not shown; & = joins results of further samples. An excerpt; rates above refer to the full screens.
SMILES,TcdB inh,MazF activator,Anthrax LF prot,VHR inh abs,SSB-PriA inh,3CLpro inhibitor,Vc quorum ag,PfHsp40 rescue,Y pestis TopoI,Rv3671c inh
c1ccc(N=P(N2CCOCC2)(N2CCOCC2)N2CCOCC2)cc1,.,6,-3,14,3,-4,-1.7,-0.6,-1,-7
CCOC(=O)Cn1c(CN2CCN(C(c3ccccc3)c3ccccc3)CC2)nc2c1c(=O)n(C)c(=O)n2C,1.1,15,-11,24,1,3,-0.6,0.9,38,-8
CCOC(=O)c1c(NC(=O)Cn2cnc([N+](=O)[O-])n2)sc2c1CCC(C)C2 (centres undefined),.,-1,-9,14,3,-1,.,-1.1,-3,7
CCOC(=O)c1c(C)oc2c1c(C(c1cccnc1)N1CCOCC1)c(O)c1ccccc12 (centres undefined),.,-2,6,4,2,2,0.6,0.0,37,-5
O=C(Nc1ccc(Oc2ccccc2)cc1)c1ccc2sc([C@H]3C[C@H](O)[C@@H](CO)O3)nc2c1,1.2,.,-2,.,.,.,-0.7,.,7,.
CC1(C)CC(=O)C=C(c2cccc(OC(=O)c3ccc(-c4ccccc4)cc3)c2)C1=O,0.7,0,-3,.,.,.,i,.,4,.
COC(=O)CCN(C(=O)c1ccc(C)c([N+](=O)[O-])c1)c1ccccn1,0.6,1,5,10,-3,-3,-0.4,.,6,2
CN1CCN(S(=O)(=O)c2cccc(C(=O)Nc3cc(C(F)(F)F)ccc3N3CCCC3)c2)CC1,1.6,1,-2,.,-4,.,i,1.0,26,6
COc1ccc(CCNc2oc(-c3ccc(OC)c(OC)c3)nc2C#N)cc1,.,4,-6,-4,9,1,-0.5,-0.2,10,0
CCOC(=O)Cn1nc(C)c(NC(=O)COc2ccc([N+](=O)[O-])cc2)c1C,-0.2,1,0,14,-7,3,-0.7,0.0,-10,4
COc1ccc(CCNC(=O)c2c(N)n(CCN3CCOCC3)c3nc4ccccc4nc23)cc1OC,.,-6,0,21,-30,6,i,-0.3,6,1
COc1ccc(S(=O)(=O)NCCCCCC(=O)O)cc1C(=O)O,-0.7,-6,0,18,-2,4,-0.4,-1.0,1,8

# Profiles as entered above.
# `c1ccc(N=P(N2CCOCC2)(N2CCOCC2)N2CCOCC2)cc1` is listed as TcdB inh: .; MazF activator: 6; Anthrax LF prot: -3; VHR inh abs: 14; SSB-PriA inh: 3; 3CLpro inhibitor: -4; Vc quorum ag: -1.7; PfHsp40 rescue: -0.6; Y pestis TopoI: -1; Rv3671c inh: -7
# `CN1CCN(S(=O)(=O)c2cccc(C(=O)Nc3cc(C(F)(F)F)ccc3N3CCCC3)c2)CC1` is listed as TcdB inh: 1.6; MazF activator: 1; Anthrax LF prot: -2; VHR inh abs: .; SSB-PriA inh: -4; 3CLpro inhibitor: .; Vc quorum ag: i; PfHsp40 rescue: 1.0; Y pestis TopoI: 26; Rv3671c inh: 6
# `COc1ccc(S(=O)(=O)NCCCCCC(=O)O)cc1C(=O)O` is listed as TcdB inh: -0.7; MazF activator: -6; Anthrax LF prot: 0; VHR inh abs: 18; SSB-PriA inh: -2; 3CLpro inhibitor: 4; Vc quorum ag: -0.4; PfHsp40 rescue: -1.0; Y pestis TopoI: 1; Rv3671c inh: 8

# (listing goes on)
SMILES,TcdB inh,MazF activator,Anthrax LF prot,VHR inh abs,SSB-PriA inh,3CLpro inhibitor,Vc quorum ag,PfHsp40 rescue,Y pestis TopoI,Rv3671c inh
O=C(Cc1ccc(S(=O)(=O)N2CCOCC2)s1)N1CCN(S(=O)(=O)c2cccc(F)c2)CC1,2.5,5,2,.,-10,.,0.7,-0.1,-2,.
CC(Sc1nnc(-c2ccco2)n1-c1ccccc1)C(=O)NCC1CCCO1 (centres undefined),2.5,6,.,.,-8,.,0.4,-0.9,8,-5
CCOC(=O)c1c(-c2ccc(OC)cc2)oc2ccc(OCC(N)=O)cc12,0.8,11,13,12,8,1,i,1.0,-2,-6
COc1cccc(NC(=O)CN(C)C(=O)c2ccc(S(=O)(=O)Nc3ccccc3C)cc2)c1,-0.9,3,-8,.,3,.,-0.4,0.5,5,1
Cc1cc(=O)[nH]c(SCc2ccccc2)n1,2.3,6,-11,1,5&-7,4,i,0.6,1,4
C#CCn1cnc2c(cnn2-c2ccc(C)c(C)c2)c1=O,.,2,-1,8,-10,5,i,1.1,3,3
COc1cc(NC(=S)NCCN2CCOCC2)cc(OC)c1,0.3,-9,3,-1,-3,0,-0.2,-0.2,-5,-5
Cc1ccc2occ(/C=N/NC(N)=S)c(=O)c2c1,0.1,-6,2,-24,.,-3,0.2,-0.3,-9,19
O=C(Nc1ccccc1)N1CCn2c(nc3ccccc32)C1,.,6,-11,29,-13,4,-0.5,-1.2,4,-11
CCOCCOC(=O)C1=C(C)N(C)C(=O)NC1c1cc(Cl)c(O)c(OCC)c1 (centres undefined),.,2,-7,12,-6,1,-3.1,-0.3,-1,5
CN1CCCCC1=NCCCn1cnc2c1c(=O)n(C)c(=O)n2C,.,1,-3,7,-18,-5,-2.5,-0.3,-9,-2
Nc1nc(-c2ccc3c(c2)OCCO3)cs1,.,-3,0,8,2&14,-3,.,0.1,-6,9
Cn1nnnc1SCC(=O)Nc1ccc(Oc2ccccc2)cc1,.,1,8,-8,0,1,-0.6,-0.1,6,-9
O=C(OCc1ccc([N+](=O)[O-])cc1)c1cnc(Cl)c(Cl)c1,1.9,0,13,-40,8,2,-0.3,0.4,3,2
CC(=O)Nc1ccc(CNc2nc3cc(-c4ccsc4)sc3c(=O)n2C)cc1,-1.0,.,-6,.,.,.,-0.7,.,26,.
N#C/C(=C\c1ccccc1)C(=O)NNS(=O)(=O)c1cccc([N+](=O)[O-])c1,-1.8,14,-3,.,1,.,-2.9,-1.2,1,-1
CC(C)(C)c1ccc2c(c1)OC(C(=O)N/N=C/c1ccc([N+](=O)[O-])o1)CO2 (centres undefined),0.6,9,-16,57*,i,2,i,.,-10,-2
Cc1[nH]c2c(C)cccc2c(=O)c1Br,.,2,1,6,-21,0,i,-1.5,-3,5
O=C1OC(c2ccccc2)c2ccc3ccccc3c21 (centres undefined),.,-6,2,-5,-12,0,-0.3,-2.6,1,-5
COc1ccccc1C(=O)CSc1cccc[n+]1[O-],-0.1,0,-3,-10,-9,3,i,-0.9,5,16
CCN(CC)CCn1c(/N=C/c2ccc(OC)c(OC)c2)nc2ccccc21,-0.2,-2,.,.,.,.,0.1,.,-10,9
COC(=O)c1ccc(C2=NOC(C)(c3sc(-c4ccc(Cl)cc4)nc3C)C2)cc1 (centres undefined),-0.2,-8,-12,22,-30,.,i,0.5,10,-6
CN(CC1CCCN(CCc2ccc(Cl)cc2)C1)C(=O)C(=O)c1ccco1 (centres undefined),1.3,2,-3,17,1,4,2.4,-0.2,8,-6
CCC(=O)Nc1ccc(C(=O)NNC(=O)c2ccc([N+](=O)[O-])cc2)cc1,-0.5,5,0,8,-4,1,i,-0.4,-2,-8

# In the list so far, 2 contain a cyano group:
SMILES,TcdB inh,MazF activator,Anthrax LF prot,VHR inh abs,SSB-PriA inh,3CLpro inhibitor,Vc quorum ag,PfHsp40 rescue,Y pestis TopoI,Rv3671c inh
COc1ccc(CCNc2oc(-c3ccc(OC)c(OC)c3)nc2C#N)cc1,.,4,-6,-4,9,1,-0.5,-0.2,10,0
N#C/C(=C\c1ccccc1)C(=O)NNS(=O)(=O)c1cccc([N+](=O)[O-])c1,-1.8,14,-3,.,1,.,-2.9,-1.2,1,-1

# Later entries:
SMILES,TcdB inh,MazF activator,Anthrax LF prot,VHR inh abs,SSB-PriA inh,3CLpro inhibitor,Vc quorum ag,PfHsp40 rescue,Y pestis TopoI,Rv3671c inh
Nc1oc2ccccc2c(=O)c1-c1ccc2c(c1)OCO2,0.0,17,22,.,2,-4,i,1.0,2,-3
CCOc1ccc(-c2n[nH]c(=S)o2)cc1,1.1,3,5,33,3&12,1,-0.4,6.6,5,-9
CCOC(=O)/C(CCCN(CC)CC)=N\O,.,1,-3,5,.,1,i,-0.2,1,3
O=c1oc2ccccc2c(NCc2ccccc2)c1[N+](=O)[O-],2.0,6,-2,3,-6,-1,-0.5,0.2,6,10
COc1cc(C(=O)N2CCN(S(=O)(=O)c3ccc(C)cc3C)CC2)ccc1OCC(=O)N1CCOCC1,-0.3,1,-8,.,-1,.,-0.6,0.5,14,-6
O=c1c(OC2OC(CO)C(O)C(O)C2OC2OC(CO)C(O)C(O)C2OC2OC(CO)C(O)C(O)C2O)c(-c2ccc(O)c(O)c2)oc2cc(O)cc(O)c12 (centres undefined),-19,28,-5,-5,-4,.,-0.2,-1.3,-10,-1
CCOc1ccccc1NC(=O)C1CCCN1C(=O)c1cccs1 (centres undefined),0.9,7,0,.,1,.,i,1.0,-8,0
COc1cccc2cc(C(=O)NCc3ccccc3Cl)c(=O)oc12,3.6,10,-3,11,-10,0,-0.3,-1.1,3,-1
Cn1c(=S)[nH]c2scc(-c3cccs3)c2c1=O,1.0,6,0,8,-7,-1,-1.5,-3.2,-6,.
N#C/C(=C/c1cccn1-c1cccc(C(=O)O)c1)c1ccc(Cl)cc1,0.2,-3,2,17,14,3,-0.2,1.5,8,0
O=C(O)c1ccc(S(=O)(=O)Nc2cccc(CP(=O)(c3ccccc3)c3ccccc3)c2)cc1,-0.8,3,1,-6,-3,-1,i,0.9,11,-1
CCC(C)N(CCNC(=O)c1ccc2c(c1)NC(=O)c1ccccc1S2)C1CCCCC1 (centres undefined),1.3,9,0,-17,10,4,-0.5,-0.5,2,5
CCOc1ccc(-c2c(C)n(-c3ccc(OCC)cc3)c3[n+]2CCCCC3)cc1,0.1,9,4,17,-2,2,-0.6,0.1,9,10
O=C(c1cccnc1)N1Cc2ccccc2-n2nncc2C1,-12,8,1,.,.,.,-0.5,.,-3,.
O=C1CSC(c2ccc(Cl)cc2)N1 (centres undefined),.,0,0,0,-3,-2,-0.6,0.2,3,5
Cc1ccc(Cn2c(CN3CCN(C(=O)c4ccco4)CC3)nc3c2c(=O)n(C)c(=O)n3C)cc1,.,0,-1,29,-4,1,-0.5,-0.6,15,8
CCOC(=O)COc1ccccc1/C=N/Nc1nnc2c3ccccc3n(C)c2n1,1.4,7,-2,.,.,.,i,.,13,2
CCOC(=O)c1cccc(NC(=O)CSc2nnnn2CC)c1,.,-2,-2,8,0,0,-0.2,-0.4,-1,12
COc1ccc(-c2csc(=Nc3c(C)n(C)n(-c4ccccc4)c3=O)n2C(C)(C)C)cc1,.,-8,0,-1,-1,0,-0.3,0.5,3,-4
COc1ccc(-n2c(O)c(Cc3ccccc3)c(=O)n3nc(-c4ccccc4)c(=O)cc23)cc1,.,1,0,20,7,-4,.,1.3,-7,-4
Cc1ccc(S(=O)(=O)NCCC(=O)NC2CCCCCC2)cc1,-0.3,5,-1,.,7,.,i,-0.3,3,.

# Three compounds from above with just MazF activator and VHR inh abs:
Molecule	MazF activator	VHR inh abs
O=C(Cc1ccc(S(=O)(=O)N2CCOCC2)s1)N1CCN(S(=O)(=O)c2cccc(F)c2)CC1	5	.
CC(Sc1nnc(-c2ccco2)n1-c1ccccc1)C(=O)NCC1CCCO1 (centres undefined)	6	.
CCOC(=O)c1c(-c2ccc(OC)cc2)oc2ccc(OCC(N)=O)cc12	11	12
